FadD28 binding – inhibitors of Mycobacterium tuberculosis FadD28 bisubstrate binding; actives 0.22% (n = 360,000); AID 588549; FadD28 bisubstrate probe binding, fluorescence polarization; inhibition, % at 12.5 µM; in the data active = inhibition above about 8.5%, passing the limit was not always enough; inconclusive = no clear call, values can overlap the other calls
DUSP3 inh – DUSP3 (human) phosphatase inhibition. inhibition, % at 13.3 µM. P51452. actives 0.52% (n = 290,000). recombinant VHR phosphatase, pNPP absorbance; in the data active = inhibition above about 50%; note: some compounds called inactive have numbers as strong as hits
Target sequence (P51452 whole entry, looked up): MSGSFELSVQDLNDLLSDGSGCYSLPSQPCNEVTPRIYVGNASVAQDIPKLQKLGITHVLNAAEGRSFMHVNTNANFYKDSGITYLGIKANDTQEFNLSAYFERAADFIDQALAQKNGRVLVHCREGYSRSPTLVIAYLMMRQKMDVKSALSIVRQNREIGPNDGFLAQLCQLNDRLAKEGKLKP
FBA Mtb inh – Mtb fructose-bisphosphate aldolase inhibition; P9WQA3; purified M. tuberculosis FBA, fluorescence read-out; inhibition, % at 1 µM; actives 2.3% (n = 360,000); in the data active = inhibition above about 27%;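 note: 0% = vehicle and 100% = reference inhibitor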
Target sequence (P9WQA3 whole entry, looked up): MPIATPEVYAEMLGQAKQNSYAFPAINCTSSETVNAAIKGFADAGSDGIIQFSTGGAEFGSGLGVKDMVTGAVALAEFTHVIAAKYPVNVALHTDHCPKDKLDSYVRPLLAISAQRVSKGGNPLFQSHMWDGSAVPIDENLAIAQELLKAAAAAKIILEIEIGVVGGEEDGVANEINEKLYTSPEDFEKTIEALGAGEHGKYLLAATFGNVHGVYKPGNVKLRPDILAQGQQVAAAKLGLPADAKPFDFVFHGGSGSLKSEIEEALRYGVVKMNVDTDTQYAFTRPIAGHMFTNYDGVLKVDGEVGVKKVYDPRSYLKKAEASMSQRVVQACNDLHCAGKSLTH
Mtb UGM inh – inhibitors of M. tuberculosis UDP-galactopyranose mutase. P9WIQ1. purified UGM, fluorescence polarization probe displacement. inhibition, % at 10 µM. actives 0.06% (n = 320,000). AID 504406; in the data active = inhibition above about 10%, passing the limit was not always enough; inconclusive = no clear call, values can overlap the other calls
Target sequence (P9WIQ1 whole entry, looked up): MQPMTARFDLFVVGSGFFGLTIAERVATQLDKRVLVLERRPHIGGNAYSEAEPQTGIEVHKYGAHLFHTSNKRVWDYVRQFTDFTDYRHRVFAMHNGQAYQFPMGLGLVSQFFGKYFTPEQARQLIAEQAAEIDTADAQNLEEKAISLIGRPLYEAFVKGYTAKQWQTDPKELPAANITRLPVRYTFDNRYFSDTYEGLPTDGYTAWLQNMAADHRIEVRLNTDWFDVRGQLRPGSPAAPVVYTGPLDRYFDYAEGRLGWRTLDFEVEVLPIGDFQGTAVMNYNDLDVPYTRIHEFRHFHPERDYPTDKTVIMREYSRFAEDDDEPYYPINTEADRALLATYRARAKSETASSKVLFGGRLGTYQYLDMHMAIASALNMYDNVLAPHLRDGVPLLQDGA
BoNT-F LC inh – blocks Botulinum neurotoxin F light chain protease; Multiplex microsphere protease cleavage assay, flow cytometry; inhibition, % at 10 µM; actives 0.22% (n = 360,000); in the data active = inhibition above about 35%, passing the limit was not always enough; inconclusive = no clear call, values can overlap the other calls; note: plate controls were buffer without enzyme for full effect and enzyme alone for no effect
GDH-TPI inh – GDH-TPI coupled enzyme inhibition counter-screen | GDH-TPI coupled enzyme counterscreen, NADH absorbance | inhibition, % at 4.8 µM | actives 1.2% (n = 360,000) | AID 588335;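 note: 0% = DMSO wells and 100% = wells lacking the enzyme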
MazF activator – increases E. coli MazEF RNase cleavage of RNA | P0AE70 | FAM/BHQ RNA-DNA oligo cleavage fluorescence, 5 h | activation, % at 20 µM | actives 0.32% (n = 350,000); in the data active = activation above about 50%
Target sequence (P0AE70 whole entry, looked up): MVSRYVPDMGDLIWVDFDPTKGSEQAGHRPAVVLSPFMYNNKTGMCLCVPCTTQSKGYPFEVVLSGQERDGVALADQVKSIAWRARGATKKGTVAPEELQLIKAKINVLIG
Mtb BioA inh – inhibitors of Mycobacterium tuberculosis BioA enzyme. purified M. tuberculosis BioA enzyme, plate reader. inhibition, % at 9.99 µM. actives 0.096% (n = 360,000); in the data active = inhibition above about 40%; inconclusive = no clear call, values can overlap the other calls
Rv3671c inh – inhibits the M. tuberculosis serine protease Rv3671c. inhibition, % at 5.96 µM. actives 0.048% (n = 320,000). AID 2606; in the data active = inhibition above about 38%;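 note: extracellular domain of Rv3671c used as enzyme; 0% = enzyme with DMSO and 100% = no enzyme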
CCHF vOTU inh – CCHFV vOTU protease inhibition. Pep-AMC fluorescence. inhibition, % at 11.5 µM. actives 0.55% (n = 370,000); note: 0% = vehicle wells with enzyme and 100% = no enzyme wells
The depositor's hits bear a star; ? = inconclusive; . = not tested or not shown; & = joins results of further samples. Cut-off read from the data, not from the text of the source, unless noted: active = inhibition above about 30%; inactive = the rest.

Compound,FadD28 binding,DUSP3 inh,FBA Mtb inh,Mtb UGM inh,BoNT-F LC inh,GDH-TPI inh,MazF activator,Mtb BioA inh,Rv3671c inh,CCHF vOTU inh
Cn1c(/C=C/c2ccccc2)nc2ccccc2c1=O,-0.9,2,5,-0.6,-18,22,2,0.2,1,-7
Cc1nc(SCc2cccc(Oc3ccccc3)c2)n[nH]1,-2.5,16,1,0.2,-9,8,0,-0.2,-5,-3
CCOC(=O)c1cnn(-c2ncnc3sc4c(c23)CCC4)c1N,0.1,29,2,0.2,-8,20,7,.,-1,-15
Cn1c(C(=O)OC(C(=O)NC(C)(C)C)c2cccnc2)cc2sccc21 (stereo not given),-2.7,-5,-3,2.9,-4,2,7,.,1,10
Cc1ccc(-c2cc(-c3ccccc3)nc(N/N=C/c3cccnc3)n2)cc1,-2.3,.,1,-1.4,1,19,-1,-0.3,-5,9
CCOC(=O)c1csc(NC(=O)CN2CCCCC2)n1,-1.9,10,0,1.0,-3,0,2,-1.6,-2,-2
O=C(Cn1cnc2cc([N+](=O)[O-])ccc2c1=O)Nc1ccc2c(c1)CCC2,-4.9,7,0,-1.0,-7,10,6,-2.5,-23,0
Cc1nn(-c2ccccc2)c2c1c(C)c(CCC(=O)N1CCOCC1)c(=O)n2C,-3.1,17,15,4.8,5,2,6,0.9,5,.
COc1cc2cc(CCCOC(=O)c3cccc(Br)c3)oc(=O)c2cc1OC,-4.7,.,-2,-1.2,9,4,-1,1.4,10,0
CCOC(=O)C1CCN(C(=O)c2cccc(S(=O)(=O)Nc3ccc(C)cc3C)c2)CC1,-1.1,6,-1,0.8,-2,2,-3,.,5,8
S=C(NCCNC(=S)Nc1ccccc1Cl)Nc1ccccc1Cl,-3.9,20,-5,1.5,10,-16,6,3.3,-2,-7
COc1ccc2[nH]c3c(NCCC4=CCCCC4)ncnc3c2c1,-0.6,-18,26,.,-6,4,-1,.,.,-44
O=C(O)C1c2ccccc2Cc2ccccc21,0.2,.,3,.,-2,14,-1,-2.8,.,4
COc1ccccc1OCc1ccc(C(=O)N2CCN(C)CC2)o1,-2.9,-5,-5,-2.5,-2,9,3,-1.6,-1,-1
C[C@@H]1CCCCO[C@H](CN(C)S(=O)(=O)c2ccccc2)[C@@H](C)CN([C@H](C)CO)C(=O)c2cc(NC(=O)Cc3ccccc3)ccc2O1,-2.7,.,1,.,-7,0,-4,-1.5&-1.8,.,-3
Cc1c(C(=O)O)sc2nc3n(c(=O)c12)CCC3,1.7,14,4,0.8,5,7,-6,-1.6,6,12
CNC(=O)Oc1ccc2ncccc2c1,-3.8,0,1,-3.1,0,5,2,1.4,0,2
COc1ccc(CN2CCCC(C(=O)c3ccc(SC)cc3)C2)cc1Cn1cccn1 (stereo not given),-1.2,5,-1,5.4,2,12,2,-0.5,-5,-5
COC(=O)[C@@H](NC(=O)NCc1cccs1)C(C)C,-2.0,-25,-1,2.1,-1,-3,-10,-0.4,4,-5
CC(C)c1ccc(C(C(=O)NC2CCCCC2)N(C(=O)c2csnn2)C2CC2)cc1 (stereo not given),-2.9,2,3,1.3,-8,-2,6,0.8,-2,3
CC(=O)Nc1c(C(=O)N2CCCCCC2)cnn1-c1ccccc1,-3.1,12,0,-0.5,2,3,4,0.0,-6,-3
CC(=O)Nc1ccc(CN2CCCC(CCC(=O)NCc3ccccc3F)C2)cc1 (stereo not given),-4.8,3,-5,5.6,-1,0,-15,-1.7,5,-11
COc1ccc(F)cc1S(=O)(=O)N1CCCN(S(=O)(=O)c2cc(F)ccc2OC)CC1,-6.4,12,0,-0.4,-13,-2,2,-0.1,-6,1
CCS(=O)(=O)CCSc1nc2c(cc1C#N)CCCC2,-1.5,7,4,1.5,2,8,-3,.,4,14
O=C(c1ccc2c(=O)n(C3CCCC3)c(=S)[nH]c2c1)N1CCN(C2CCCCC2)CC1,-1.9,2,4,-0.2,-4,-2,0,-1.3,7,-6
Cc1ccccc1-c1nc(CS(=O)(=O)CC(=O)N2CCc3ccccc3C2)c(C)o1,-0.8,11,4,1.1,-8,5,-7,1.0,-1,15
Nc1c(-c2ccccc2)c(CN2CCOCC2)nn1-c1ccc(F)cc1,-3.6,8,0,-1.4,1,2,5,0.2,-9,1
COc1ccccc1N1CCN(S(=O)(=O)c2cc(Br)cnc2N)CC1,0.1,29,3,-0.4,3,8,3,0.2,0,-10
O=[N+]([O-])c1cccc(-c2nc(-c3ccncc3)no2)c1,0.4,16,4,-1.3,-3,1,-1,-0.6,-8,2
Cc1ccc(NC(=O)Cn2nc([N+](=O)[O-])c(Br)c2C)cc1C,0.4,23,0,3.1,-14,9,-22,3.8,1,7
CN(C)CCNC(=O)COc1cccc(Cl)c1,-1.1,-12,1,0.9,-8,-3,-2,4.0,-2,6
Cn1c(NC(=O)c2ccc(F)cc2)nc2ccccc21,-2.3,-7,-1,0.8,-5,15,11,-1.8,.,-9
CCOC(=O)CC(=O)CSc1nc(N)c(C#N)c(-c2ccc(F)cc2)c1C#N,-4.8,18,0,0.1,-7,6,-4,.,-8,-1
COc1ccccc1OCCNC(=O)C(c1ccccc1)c1ccccc1,-1.1,-24,0,3.6,?,-9,3,.,-4,-2
Cn1ncc2c(N3CCC(Cc4ccccc4)CC3)ncnc21,-2.0,20,0,1.1,-3,8,5,.,-13,-16
O=C(NC1(C(F)(F)F)N=C(c2ccccc2)NC1=O)c1ccccc1 (stereo not given),-1.8,4,0,1.8,-3,0,13,-1.6,-5,-12
Cc1ccc2[nH]c(=O)c(CN(CC3COCCO3)C(=O)Nc3ccccc3C)cc2c1 (stereo not given),-2.1,23,5,0.6,0,2,-8,.,8,3
COc1ccc(NC(=O)Nc2ccc(OCC(=O)N3CCOCC3)cc2)cc1OC,1.4,42,4,0.6,3,0,5,0.5,5,-9
NC(=O)CC(NC(=O)Cc1cccc2ccccc12)c1ccc(NCc2ccccn2)c([N+](=O)[O-])c1 (stereo not given),1.0,7,3,1.4,-3,9,1,-3.7,5,9
Cc1nc(CC(=O)NNS(=O)(=O)c2ccc(F)c(Cl)c2)cs1,-4.2,4,-9,-1.3,-2,-4,0,3.4,1,-1
COC(=O)c1cc(C(=O)Nc2nnc(C3CC3)s2)cc([N+](=O)[O-])c1,-4.2,4,-1,3.8,1,7,2,.,-8,10
CC1Oc2ccccc2N(Cc2ccccc2F)C1=O (stereo not given),.,21,.,0.2,.,.,.,.,-2,-6
Cc1ccc(NC(=O)c2sc(N)nc2-c2ccc([N+](=O)[O-])cc2)c(C)c1,-2.9,5,2,-2.1,0,26,4,.,-7,2
CNS(=O)(=O)c1ccc(N=Cc2c(O)n(-c3ccc(C)cc3)c(=O)[nH]c2=O)cc1,0.9,-19,-2,3.8,8,13,-8,.,6,2
COc1cc(O)oc1C=Nc1ccc(C(=O)O)cc1,-0.3,21,4,-3.7,-2,18,3,.,3,-1
CC(=O)c1sc(NC(=O)CCCOc2ccc(Cl)cc2)nc1C,-1.2,11,3,3.3,0,9,-23,.,-12,-2
Cc1ccc(NC(=S)NC(=O)/C=C/c2ccc(Cl)cc2)cc1,0.1,15,1,-2.2,-1,3,-10,.,9,1
O=C(COc1ccccc1[N+](=O)[O-])Nc1cccc(C(=O)Nc2ccccc2C(=O)O)c1,-14,1,-1,-0.4,-2,6,4,2.9,-16,4
COc1ccc(C(=O)OCC(=O)Nc2nc3c(F)c(F)c(F)cc3s2)cc1OC,-2.6,8,0,-0.1,-4,2,2,.,2,-15
C[C@H](CO)N1C[C@H](C)[C@@H](CN(C)S(C)(=O)=O)Oc2ccc(NC(=O)Nc3ccc(C(F)(F)F)cc3)cc2C1=O,-1.4,.,-1,5.9,-3,1,5,0.6&1.2,-20,-5
CC(C)COP(=O)(OCC(C)C)C(Nc1ccccc1)c1ccc(F)cc1 (stereo not given),0.8,5,-2,3.2,-3,4,2,.,3,9
O=C(c1ccc(CNc2c(N3CCCC3)c(=O)c2=O)cc1)N1CCc2ccccc2C1,-0.3,-19,-2,1.9,-1,0,7,3.3,4,-5
COc1ccc(Oc2ccccc2/C=C/C(=O)O)cc1,-2.4,4,1,-0.2,-9,9,-11,-1.5,8,0
CCCCn1c(N)c(N2CCOCC2)c(=O)n(CC(=O)NCCc2ccccc2)c1=O,0.0,6,1,3.9,1,8,-7,.,1,0
NC(=O)COC(=O)c1ccc2c(c1)C(=O)N(Cc1ccco1)C2=O,-2.4,30,0,-3.8,11,2,4,.,1,14
CCN(Cc1ccccc1)C1CCN(Cc2ccc(SC)cc2)CC1,-1.1,8,-2,1.1,2,-2,2,6.2,-4,-10

Going on with the list.
Compound,FadD28 binding,DUSP3 inh,FBA Mtb inh,Mtb UGM inh,BoNT-F LC inh,GDH-TPI inh,MazF activator,Mtb BioA inh,Rv3671c inh,CCHF vOTU inh
CCCN(CCc1ccccc1)C1CCc2c(O)cccc2C1 (stereo not given),0.6,.,3,0.6,-6,-9,6,1.5,2,-3
O=C(CN1CCN(c2ccc(F)cc2)CC1)c1ccc(O)cc1O,1.3,0,-1,1.4,-9,26,7,-0.1,4,22
Cc1ccccc1NS(=O)(=O)c1cc(C(=O)NCCSC2CCCCC2)ccc1C,-0.1,18,1,1.8,-14,3,-16,-0.7,-31,11
COc1cc(/C=N/N2CCN(C3c4ccccc4-c4ccccc43)CC2)ccc1O,-1.0,-11,1,-4.2,-7,18,1,.,-4,19
O=C(CCCCn1ccc(=O)[nH]c1=O)Nc1ccc(C(=O)O)c(O)c1,-3.0,.,19,.,-4,-10,6,1.5,.,3
O=C(CCN1C(=O)/C(=C\c2ccccc2)SC1=S)Nc1ccc(C(=O)O)cc1,0.1,17,-1,-0.4,8,5,-2,0.2,-18,-5
COc1ccc(C(=O)n2nc(C)cc2Nc2ccccc2)cc1,-0.1,23,1,-1.8,-4,19,2,-1.4,9,4
CCCCCCCOc1ccc(C2(C)NC(=O)NC2=O)cc1 (stereo not given),-5.9,-5,-2,2.5,26,1,2,1.0,-2,6
COCCN1CCN(Cc2cn(C)nc2-c2ccc(Oc3ccccc3)cc2)CC1,-1.3,19,-1,-0.2,-5,-4,0,1.1,8,-10
COc1ccccc1CCN1CCCC(CN(C)CC(C)(C)CO)C1 (stereo not given),-1.9,46,2,-2.2,-9,16,6,-0.1,-1,-3
Cc1ccc(OCC(=O)Nc2ccc(-n3cnnn3)cc2)c(C)c1,-1.0,.,4,.,-159,9,-8,-3.0,.,-6
O=C(NCC1CCCO1)c1ccc(Cl)c(F)c1F (stereo not given),-0.1,-5,-1,-0.6,-16,7,3,-1.0,7,22

Among those listed so far, seven contain a nitro group on carbon.
Compound,FadD28 binding,DUSP3 inh,FBA Mtb inh,Mtb UGM inh,BoNT-F LC inh,GDH-TPI inh,MazF activator,Mtb BioA inh,Rv3671c inh,CCHF vOTU inh
O=C(Cn1cnc2cc([N+](=O)[O-])ccc2c1=O)Nc1ccc2c(c1)CCC2,-4.9,7,0,-1.0,-7,10,6,-2.5,-23,0
O=[N+]([O-])c1cccc(-c2nc(-c3ccncc3)no2)c1,0.4,16,4,-1.3,-3,1,-1,-0.6,-8,2
Cc1ccc(NC(=O)Cn2nc([N+](=O)[O-])c(Br)c2C)cc1C,0.4,23,0,3.1,-14,9,-22,3.8,1,7
NC(=O)CC(NC(=O)Cc1cccc2ccccc12)c1ccc(NCc2ccccn2)c([N+](=O)[O-])c1 (stereo not given),1.0,7,3,1.4,-3,9,1,-3.7,5,9
COC(=O)c1cc(C(=O)Nc2nnc(C3CC3)s2)cc([N+](=O)[O-])c1,-4.2,4,-1,3.8,1,7,2,.,-8,10
Cc1ccc(NC(=O)c2sc(N)nc2-c2ccc([N+](=O)[O-])cc2)c(C)c1,-2.9,5,2,-2.1,0,26,4,.,-7,2
O=C(COc1ccccc1[N+](=O)[O-])Nc1cccc(C(=O)Nc2ccccc2C(=O)O)c1,-14,1,-1,-0.4,-2,6,4,2.9,-16,4
